From PubChem
TNAP activators – human TNAP enzyme activators, primary screen, biochemical, luminescent, no phosphate acceptor, uHTS (AID 1001). purified TNAP, luminescent activation assay, no phosphate acceptor; higher activation fold means a stronger effect. 200,000 tested, 0.03% active. activation fold at 20 µM; hits with a dose series show EC50 in µM; in the data active = activation fold from about 3, or a potency from the dose series; inactive = the rest, 99 in 100 with activation fold below about 1.6; note: many of its hits are not listed in these tables
P. falciparum M1AAP – P. falciparum M1AAP inhibitors, biochemical, fluorogenic H-Leu-NHMec substrate, 1536-well (AID 1445); 220,000 tested, 0.42% active; recombinant M1AAP, H-Leu-NHMec fluorogenic kinetic assay; higher % means a stronger effect; inhibition, % at 30 µM; hits with a dose series show IC50 in µM;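 active = primary inhibition above the hit cutoff, then over 50% inhibition at one or more dose response concentrations, cut at about 23% in these data, passing the limit was not always enough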;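 note: plate controls were DMSO full reaction for no effect and no enzyme background for full effect; strong numbers were not always called active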
Hep lipid drop – modulators of hepatic lipid droplet formation; AML12 mouse hepatocytes, oleate lipid droplets, BODIPY imaging; inhibition, % at 6.5 µM; 240,000 tested, 0.4% active;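 active = lipid droplet intensity inhibited by at least 50%, with more than 500 cells counted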
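Assay system: AML12 hepatocytes (mouse); Probe or stimulus: oleic acid at 100 µM to induce lipid droplet formation; Dosing: compound at 6.5 µM only; Schedule: compound with oleate, overnight; Detection: fluorescence imaging, 20x objective, two fields per well; Measure: % inhibition of lipid droplet signal.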
XIAP antagonists – XIAP antagonists, biochemical, IAP family, fluorescence polarization (AID 1018); XIAP BIR domain, fluorescence polarization peptide displacement; higher % means a stronger effect; displacement, % at 20 µM, or IC50 in µM where a hit was titrated; 200,000 tested, 0.007% active; in the data active = displacement above about 50%; note: a part of the inactive calls stands beside numbers as strong as those of hits
M17LAP inhibition – P. falciparum M17LAP inhibitors, primary screen, biochemical, fluorogenic H-Leu-NHMec substrate, 1536-well (AID 1619). recombinant M17LAP, H-Leu-NHMec fluorogenic kinetic assay; higher % means a stronger effect. one-dose inhibition, % at 30 µM; IC50 in µM for titrated hits. 220,000 tested, 0.38% active;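 active = compound inhibiting the enzyme by more than half at any dose during confirmatory dose-response retesting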;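 note: plate controls were full reaction with DMSO carrier for no effect and no enzyme background for full effect; strong numbers were not always called active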
Siah-1 displacement – Siah-1 peptide-binding antagonists, primary screen, biochemical, fluorescence polarization, rhodamine-plectin, uHTS (AID 1817) | Siah-1 / rhodamine-plectin peptide fluorescence polarization; higher % means a stronger effect | displacement, % at 20 µM; hits with a dose series show IC50 in µM | 290,000 tested, 0.02% active;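 active = displacement of at least 50% at 20 µM, with a fluorescence ratio check between 0.3 and a set limit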;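 note: plate controls were Siah plus tracer with DMSO for no effect and tracer alone without Siah for full effect; strong numbers were not always called active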
PMI inhibition – human PMI inhibitors, high substrate, primary screen, biochemical, fluorescence intensity, high mannose 6-phosphate (AID 1220); 190,000 tested, 0.66% active; recombinant PMI enzyme, coupled fluorescence intensity; higher % means a stronger effect; inhibition, % at 20 µM; hits with a dose series show IC50 in µM
UTI89 phage lysis – inhibition of K1F phage lysis, E. coli UTI89, bacterial capsule biogenesis inhibitors, alamar blue (AID 488966) | E. coli UTI89 K1F phage lysis, alamar blue, 2 h; higher % means a stronger effect | one-dose inhibition, % at 100 µM; IC50 in µM for titrated hits | 340,000 tested, 0.02% active;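 active = phage lysis inhibition, versus mean bacterial control, above a set limit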;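 note: capsule biogenesis inhibitors block K1F phage lysis so surviving cells raise fluorescence; higher fluorescence means more inhibition of phage lysis; actives were called in the ten point dose series up to 300 µM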
PMI inhibitors – MPI enzyme activity inhibition – biochemical, fluorescence intensity, coupled assay, primary screen (AID 1209). purified PMI enzyme, coupled fluorescence intensity; higher % means a stronger effect. one-dose inhibition, % at 20 µM; IC50 in µM for titrated hits. 190,000 tested, 0.42% active;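 note: plate controls were DMSO vehicle for no effect and wells lacking substrate for full effect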
Hep lipid drop cells 6.5 µM – further read-out of Hep lipid drop, marked with its call; cell count; measured here: cell count, cytotoxicity flag;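 cells counted across two imaged fields per well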
The depositor's hits bear a star; i = inactive; · = no result given; & = joins results of further samples; [ ] = remark or other dose. Cut-off read from the data, not from the text of the source, unless noted: active = inhibition above about 50%; inactive = the rest.

Values run as follows: TNAP activators | P. falciparum M1AAP | Hep lipid drop | Hep lipid drop cells 6.5 µM | XIAP antagonists | M17LAP inhibition | Siah-1 displacement | PMI inhibition | UTI89 phage lysis | PMI inhibitors
> CCOc1cc(N2CCOCC2)c(OCC)cc1NC(=O)Cc1cccc(OC)c1
 : 1.1 | 13% | · | · | -2.2% | 7% | -4% | 8% | 0.1% | 3%
> CC12CCC(C(=O)NNc3ccc([N+](=O)[O-])cc3)(CC1=O)C2(C)C (stereo not given)
 : 1 | 18% | -27 | 586 | 7.4% | 7% | -3% | -7% | 0.2% | -9%
> O=C(Nc1ccc2c(c1)OCO2)c1ccc(Br)c(S(=O)(=O)N2CCCC2)c1
 : 1 | 4% | -7 | 729 | 1.6% | 2% | -3% | -2% | 0.1% | -4%
> O=C(Nc1nnc(SCc2ccc(F)cc2)s1)c1ccc2ncsc2c1
 : 1 | 7% | 4 | 743 | -5.5% | -11% | 13% | -16% | -0.2% | -12%
> FC(F)(F)c1ccc(N2CCN(Cc3ccc4c(c3)OCO4)CC2)nc1
 : 1.1 | 0% | -2 | 733 | -1.5% | 5% | 7% | 1% | 0.4% | 2%
> CC(=O)c1ccc(NC(=O)C2CCCN2S(=O)(=O)c2ccc(C)cc2)cc1 (stereo not given)
 : 1.1 | 11% | 10 | 605 | -7.3% | 6% | 7% | 8% | 3.6% | 2%
> CC(C)CNC(=O)c1cccc(NC(=O)c2ccc(Cl)c([N+](=O)[O-])c2)c1
 : 1.1 | 8% | 7 | 664 | -6.4% | 18% | -2% | 2% | -0.7%[50 µM] | -1%
> O=c1cc(O)c2ccc(O)cc2o1
 : 1.1 | 5% | -3 | 688 | -4.4% | 3% | -2% | 8% | 5.8% | 0%
> O=C1NC(=Nc2ccccc2)S/C1=C\c1cccn1-c1ccccc1
 : 1 | 0% | 3 | 711 | -9.6% | 3% | -3% | -14% | 0.0% | -3%
> COc1cc(-c2nnn(CC(=O)NC3CCS(=O)(=O)C3)n2)ccc1OCc1ccccc1 (stereo not given)
 : 1.1 | 0% | · | · | -4.3% | 4% | 0% | 6% | 1.0% | 3%
> Cc1ccc(CNC(=O)COc2ccc(C(=O)c3ccc(F)cc3)cc2)cc1
 : 1 | 0% | -24 | 467 | 0.9% | 3% | 14% | -4% | 2.7%[50 µM] | 5%
> CN(C)S(=O)(=O)c1cccc(C(=O)N2CCN(Cc3ccccc3)CC2)c1
 : 1.1 | 8% | · | · | -16% | -9% | 1% | 12% | -0.4% | 5%
> COc1ccc(C(=O)Nc2ccc(C)cc2C(=O)c2ccccc2)c(OC)c1
 : 0.9 | 3% | -40 | 648 | -2.7% | 1% | 4% | 24% | 2.9% | 25%
> CCN(CC)S(=O)(=O)c1ccc2nc(COC(=O)c3n[nH]c4ccccc34)[nH]c2c1
 : 1 | 7% | -2 | 747 | -3.1% | 3% | 1% | -8% | 0.9% | 1%
> Cn1cc(CN2CCC(CO)CC2)c(-c2ccc(Oc3ccccc3)cc2)n1
 : 1 | 1% | 10 | 651 | 0.4% | -8% | 26% | 1% | -0.2% | 1%
> O=C(CSc1ncccn1)Nc1ccc(N2CCOCC2)cc1
 : 1.1 | 1% | -4 | 736 | -5.4% | 14% | -2% | -1% | 0.3%[50 µM] | 1%
> Cc1cc(=O)oc2cc(NC(=O)C3CC(=O)N(Cc4ccccc4)C3)ccc12 (stereo not given)
 : 1.1 | 7% | 6 | 759 | -2.0% | -10% | 3% | -7% | -1.0% | -2%
> Nc1cc(C(F)(F)F)cc([N+](=O)[O-])c1N
 : 0.9 | -4% | -4 | 657 | -11% | 1% | 1% | 9% | 0.2% | 12%
> N#CCN1CCCC(C(N)=O)C1 (stereo not given)
 : 1.1 | -2% | 4 | 672 | -6.3% | -3% | -2% | -1% | 0.0% | -5%
> CCCCCCCCCCOC(=O)C[N+](C)(C)C/C=C(/C)Cl
 : 1.1 | -2% | -65 | 576 | -1.9% | 7% | -10% | 17% | 1.4% | 6%
> C1CCN(c2nc(N3CCCCC3)nc(N3CCNCC3)n2)CC1
 : 1 | -2% | · | · | -24% | 2% | -1% | 5% | 0.8% | 7%
> CS(=O)(=O)N1CCCC(C(=O)NCCc2ccc(Cl)cc2)C1 (stereo not given)
 : 1 | -4% | · | · | -6.3% | 0% | -2% | 8% | 2.3% | 7%
> COc1cc(NC(=S)NC(C)=O)ccc1NC(=O)C(C)C
 : 1.1 | 8% | · | · | -1.6% | 9% | 4% | 7% | 3.4% | 8%
> O=C(O)CCC(=O)N1CCN(c2ncccn2)CC1
 : · | 5% | -23 | 696 | · | -3% | -2% | · | 0.6% | ·
> CC1(C)CC2CC(C)(CN2C(=O)c2cc(-c3ccccc3O)on2)C1 (stereo not given)
 : 1.1 | 10% | · | · | -2.2% | 11% | -1% | 4% | -0.3% | -1%
> COc1ccc(N2C(=O)c3ccccc3NC2c2ccc(OC)c(CSc3ccccn3)c2)cc1 (stereo not given)
 : 1.2 | 8% | · | · | -2.8% | 12% | 4% | -2% | 0.7%[50 µM] | -1%
> CN(CC(=O)Nc1ccc2c(c1)OCCO2)S(=O)(=O)c1cccc2cccnc12
 : 0.9 | 0% | · | · | 0.9% | -9% | -3% | -3% | -1.8% | -11%
> COC(=O)CSc1n[nH]c(-c2ccncc2)n1
 : 0.9 | 9% | 1 | 672 | -2.6% | 0% | -2% | 17% | 0.6% | 20%
> O=C(O)c1cc(-c2ccc(Cl)cc2)n(-c2ccccc2)n1
 : 1 | 0% | 6 | 685 | -5.9% | 18% | 2% | -17% | -0.7% | -20%
> Cc1ccc(C2N(c3ccc(F)cc3)C(=O)C3CCCN32)cc1 (stereo not given)
 : 1.1 | 6% | · | · | -13% | 2% | -3% | 4% | 6.5% | 4%

Sorted by number of heavy atoms (ascending): some entries from above.
Values run as follows: TNAP activators | P. falciparum M1AAP | Hep lipid drop | Hep lipid drop cells 6.5 µM | XIAP antagonists | M17LAP inhibition | Siah-1 displacement | PMI inhibition | UTI89 phage lysis | PMI inhibitors
> COc1ccc(C(=O)Nc2ccc(C)cc2C(=O)c2ccccc2)c(OC)c1
 : 0.9 | 3% | -40 | 648 | -2.7% | 1% | 4% | 24% | 2.9% | 25%
> CN(CC(=O)Nc1ccc2c(c1)OCCO2)S(=O)(=O)c1cccc2cccnc12
 : 0.9 | 0% | · | · | 0.9% | -9% | -3% | -3% | -1.8% | -11%
> CCN(CC)S(=O)(=O)c1ccc2nc(COC(=O)c3n[nH]c4ccccc34)[nH]c2c1
 : 1 | 7% | -2 | 747 | -3.1% | 3% | 1% | -8% | 0.9% | 1%

Additional compounds:
Values run as follows: TNAP activators | P. falciparum M1AAP | Hep lipid drop | Hep lipid drop cells 6.5 µM | XIAP antagonists | M17LAP inhibition | Siah-1 displacement | PMI inhibition | UTI89 phage lysis | PMI inhibitors
> O=c1oc2ccccc2cc1-c1nc(-c2cccs2)cs1
 : 1.2 | 1% | -2 | 791 | -1.7% | -9% | 1% | -36% | 4.6% | -25%
> Fc1ccccc1N1CCN(CCCNc2ccc3nncn3n2)CC1
 : 0.9 | 2% | · | · | -3.9% | -10% | 0% | -8% | -0.7% | -8%
> CN1C(=O)NC(NC(=O)C2CCCCC2)(C(F)(F)F)C1=O (stereo not given)
 : 1.1 | -1% | 9 | 643 | -4.2% | 8% | 9% | 13% | 0.4% | 19%
> C=C(C)Cn1c(N2CCN(c3ccc(OC)cc3)CC2)nc2c1c(=O)n(C)c(=O)n2C
 : 1 | 2% | -5 | 749 | -7.3% | -3% | -3% | 6% | 3.6% | -5%
> CCN(c1ccccc1)S(=O)(=O)c1ccc(Cl)c(NC(=O)CSc2nncs2)c1
 : 1.4 | 4% | -42 | 585 | -5.5% | 4% | 1% | 1% | 0.3%[50 µM] | 11%
> CSCCCNC(=O)c1ccccc1OC1CCN(S(C)(=O)=O)CC1
 : 1 | 2% | 0 | 682 | -7.1% | -15% | 0% | -6% | 0.9% | -13%
> COCCN(C(=O)CC1C(=O)NCCN1Cc1ccc(-c2ccccc2)cc1)C(C)C (stereo not given)
 : 1.1 | 11% | -1 | 708 | -5.9% | -1% | -2% | -2% | 0.5%[50 µM] | -19%
> Cc1cc(Cl)ccc1NC(=O)CN1CCC(C(O)(c2ccccc2)c2ccccc2)CC1
 : 1.1 | -10% | · | · | -6.5% | -5% | i | 17% | 3.4%[50 µM] | 23%
> CC(C)(C)C(=O)NC1CCN(S(=O)(=O)c2ccc(C(F)(F)F)cc2)CC1
 : 1.1 | 3% | 13 | 789 | -0.9% | 5% | 3% | -10% | 0.6% | -11%
> O=C(Cc1ccccc1)NNC(=O)C1CCCC1
 : 1.1 | 1% | 32 | 711 | -6.3% | -5% | 22% | 3% | -0.7% | 3%
> Cc1sc2nc(COC(=O)c3cccc(S(=O)(=O)N(C)c4ccccc4)c3)[nH]c(=O)c2c1C
 : 1 | -6% | · | · | -8.8% | 0% | -4% | -41% | -0.1% | -36%
> CCOC(=O)N1CCC(N(CCN(C)C)C(=S)Nc2ccc(F)c(Cl)c2)CC1
 : 1.1 | 10% | 3 | 659 | -9.1% | 2% | 1% | 10% | 0.3% | 16%
> OCCN(CCO)CC(O)COc1ccc(Br)cc1 (stereo not given)
 : · | 8%&3% | -10&2 | 711&755 | · | 4%&4% | -1%&8% | · | -1.2% | ·
> COc1cccc(-n2c(C)c3c(OC)cccc(=O)c3c2C)c1
 : 1.1 | 6% | -5 | 612 | -1.8% | -5% | -2% | 61%* | 0.2% | 22%
> COc1cc(OC)cc(C(=O)Nc2ccc(S(=O)(=O)Nc3cc(C)nc(C)n3)cc2)c1
 : 1 | 5% | -1 | 774 | -3.9% | 11% | -1% | -4% | · | 4%
> CC(=O)CCc1c(C)[nH]c2ccc(NC(C)=O)cc2c1=O
 : 1.1 | -4% | · | · | -5.6% | 3% | -2% | 10% | 1.4% | 14%
> CC(=O)c1cnc(Nc2nc(C)c3ccc(C)cc3n2)nc1C
 : 1.1 | -1% | 9 | 762 | 0.1% | -5% | 2% | 8% | -0.1% | 11%

Part of the list above, reduced to M17LAP inhibition.
structure | M17LAP inhibition
COCCN(C(=O)CC1C(=O)NCCN1Cc1ccc(-c2ccccc2)cc1)C(C)C (stereo not given) | -1%
CC(=O)c1ccc(NC(=O)C2CCCN2S(=O)(=O)c2ccc(C)cc2)cc1 (stereo not given) | 6%
Fc1ccccc1N1CCN(CCCNc2ccc3nncn3n2)CC1 | -10%

PMI inhibition, hit marks shown above.
Compound,TNAP activators,P. falciparum M1AAP,XIAP antagonists,M17LAP inhibition,Siah-1 displacement,PMI inhibition,PMI inhibitors
COc1cccc(-n2c(C)c3c(OC)cccc(=O)c3c2C)c1,1.1,6%,-1.8%,-5%,-2%,61%*,22%
